PvdQ acylase = P. aeruginosa PvdQ acylase inhibition; purified PvdQ acylase, fluorescence plate reader; inhibition, % at 10 µM; 0.063% of 340,000 active; AID 488965; in the data active means inhibition above about 30%, passing the limit was not always enough; inconclusive means no clear call, values can overlap the other calls;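 further: 0% = vehicle neutral wells and 100% = reference inhibitor wells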
Rtt109 Vps75 = inhibitors of Candida albicans Rtt109/Vps75 histone acetyltransferase; Q5AAJ8; purified Rtt109/Vps75, ThioGlo CoA-SH fluorescence, 4 h; inhibition, % at 34.9 µM; 0.16% of 330,000 active; AID 540336;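 active means inhibition of at least 50% in every replicate; inconclusive means best replicate reaches 50% inhibition but some replicates fall short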
Target sequence (Q5AAJ8 whole entry, looked up): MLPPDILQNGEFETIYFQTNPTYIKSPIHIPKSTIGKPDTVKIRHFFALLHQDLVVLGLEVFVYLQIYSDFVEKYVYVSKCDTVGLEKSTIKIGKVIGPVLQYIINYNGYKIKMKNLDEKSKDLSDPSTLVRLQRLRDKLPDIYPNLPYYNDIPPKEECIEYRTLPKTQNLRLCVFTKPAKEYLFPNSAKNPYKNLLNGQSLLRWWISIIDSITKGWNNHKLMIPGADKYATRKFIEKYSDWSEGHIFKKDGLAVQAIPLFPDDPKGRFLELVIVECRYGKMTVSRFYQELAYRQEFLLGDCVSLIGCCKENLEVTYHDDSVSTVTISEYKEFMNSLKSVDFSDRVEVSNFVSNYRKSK
SR-BI DiI inh = inhibitors of mouse SR-BI mediated HDL lipid uptake; 0.96% of 320,000 active; AID 488896; inhibition, % at 12.5 µM; ldlA[mSR-BI] CHO cells, DiI-HDL uptake fluorescence, 3 h;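 active means mean replicate inhibition of at least 70% and a set share of replicates each scoring 70 or more; inconclusive means meets just one of the two criteria; inactive means fails both criteria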;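 further: 0% = median of neutral control wells and 100% = median of positive control wells; values of inactives mirror those of a sister screen read the other way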
Target sequence (Q61009 whole entry, looked up): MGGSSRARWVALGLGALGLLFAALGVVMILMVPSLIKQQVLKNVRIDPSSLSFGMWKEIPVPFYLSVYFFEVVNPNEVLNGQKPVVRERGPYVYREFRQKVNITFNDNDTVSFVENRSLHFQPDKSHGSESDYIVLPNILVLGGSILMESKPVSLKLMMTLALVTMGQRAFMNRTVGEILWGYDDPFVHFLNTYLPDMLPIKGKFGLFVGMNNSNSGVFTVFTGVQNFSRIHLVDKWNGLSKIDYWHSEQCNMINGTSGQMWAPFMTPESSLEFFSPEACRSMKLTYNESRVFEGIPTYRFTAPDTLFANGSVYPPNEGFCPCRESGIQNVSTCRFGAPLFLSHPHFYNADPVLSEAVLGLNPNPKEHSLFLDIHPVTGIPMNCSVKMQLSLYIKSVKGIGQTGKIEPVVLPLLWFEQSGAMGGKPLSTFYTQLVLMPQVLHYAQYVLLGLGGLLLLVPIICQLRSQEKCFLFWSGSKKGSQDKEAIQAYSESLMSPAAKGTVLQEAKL
SR-BI DiI-HDL act = activators of SR-BI mediated HDL lipid uptake; CHO ldlA[mSR-BI] cells, DiI-HDL uptake fluorescence, 3 h; 100 = double the neutral-control signal; activation, % at 12.5 µM; 0.096% of 320,000 active; AID 504775;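 active means mean replicate activation of at least 60% and every replicate at or above 60%; inconclusive means mean or all-replicate condition met, but not both; inactive means mean below 60% and not all replicates reaching 60%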;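 further: 0% = median plate neutral-control signal and 100% = twice that signal; values of inactives mirror those of a sister screen read the other way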
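system = CHO ldlA[mSR-BI] cells, LDL receptor-null, SR-BI overexpressing | medium = Ham's F12 with 0.5% BSA, HEPES 25 mM, pH 7.4 | probe or stimulus = DiI-HDL 10 µg/mL | compound dosing = single-point compound dose | incubation = compound exposure 3 h, 37 °C | technique = DiI fluorescence, bottom read | read-out = cell-associated DiI fluorescence as measure of HDL uptake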
CAL PDZ FP-1 = inhibitors of human CAL PDZ peptide binding | Q9HD26 | purified CAL PDZ, TMR-peptide fluorescence polarization, 1 h | inhibition, % at 20 µM | 0.02% of 330,000 active | AID 504414;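 active means highest replicate inhibition of at least 40%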;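 further: plate controls were DMSO neutral control wells for no effect and unlabeled competitor peptide control wells for full effect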
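System: tagged CAL PDZ domain. Schedule: 1 h room-temperature incubation prior to read. Signal: fluorescence polarization (mP). Measure: percent inhibition from loss of millipolarization.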
NSD2 inh = blocks human histone methyltransferase NSD2. AID 743445. O96028. NSD2 peptide methylation, AlphaScreen, 120 min. inhibition, % at 12.5 µM. 0.54% of 310,000 active; in the data active means inhibition above about 50%
PfHsp90 yeast 2 = growth inhibition of yeast expressing Plasmodium Hsp90 | 0.32% of 310,000 active | inhibition, % at 9.4 µM | S. cerevisiae expressing PfHsp90, BacTiter-Glo ATP, 48 h; yeast lacking PDR1 and PDR3 efflux regulators;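 active means every replicate shows inhibition above about 80%, whatever the replicate mean, limit read from the data; inconclusive means mean inhibition reaches the set limit but some replicate falls short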;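 further: 0% = DMSO neutral controls and 100% = 20 µM radicicol positive controls; yeast relying on Plasmodium falciparum Hsp90 in place of its own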
CAL PDZ FP-2 = blocks peptide binding to the human CAL PDZ domain. AID 602252. inhibition, % at 24.9 µM. Q9HD26. purified CAL PDZ, TMR-peptide fluorescence polarization, 1 h. 0.92% of 300,000 active;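 active means mean inhibition of at least 30% with at least half of replicates also reaching 30%; inconclusive means no clear call, values can overlap the other calls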;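 further: 0% = DMSO neutral control and 100% = excess unlabeled competitor peptide PRC23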
dFosB activator = mouse delta FosB homodimer activation; activation, % at 25 µM; 0.99% of 340,000 active; AID 493131; purified delta FosB, TAMRA-CDK5 oligo fluorescence polarization; percent of positive-control signal above neutral wells;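 active means mean activation above about 17%, with every replicate also reaching it, limit read from the data, passing the limit was not always enough; inconclusive means only one of the two conditions met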;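 further: fluorescence polarization rise as delta FosB binds a TAMRA Cdk5 AP-1 oligo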
MITF act = MITF TRPM1 promoter activation in melanoma cells; SK-MEL-5 TRPM1-promoter luciferase, 24 h; % of positive control, neutral wells = 0; activation, % at 12.5 µM; 0.75% of 300,000 active;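 active means mean activation of at least 80% with every replicate also reaching 80%; inconclusive means mean reaches 80% but some replicate falls short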;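 further: 0% = neutral control wells and 100% = parthenolide positive control wells; values of inactives mirror those of a sister screen read the other way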
* = called active by the depositor; ? = inconclusive; nt = not tested or not shown.

SMILES | PvdQ acylase | Rtt109 Vps75 | SR-BI DiI inh | SR-BI DiI-HDL act | CAL PDZ FP-1 | NSD2 inh | PfHsp90 yeast 2 | CAL PDZ FP-2 | dFosB activator | MITF act
CCN(CC)CCn1c2c(c(SCC(=O)Nc3cc(C)cc(C)c3)nc1=O)CCC2 | -3.7 | -0.8 | -14.8 | 14.8 | -4.2 | -3.5 | -13.2 | -5.5 | -6.5 | 11.8
CCC(NC(=O)NC1=NCCS1)(C(F)(F)F)C(F)(F)F | -10.9 | 7.4 | 13.6 | -13.6 | 0.5 | 3.5 | 8.4 | -3.7 | -1.9 | 0.6
Cc1cc(C(=O)NC2CCCC(C)C2C)c2ccccc2n1 (configuration not stated) | -15.0 | -7.3 | -12.9 | 12.9 | -1.6 | -1.5 | nt | 21.9 | -13.8 | -7.4
CC(=O)CCc1oc2ccc(C)cc2c1Cc1ccccc1 | 2.8 | 2.0 | -7.3 | 7.3 | 1.0 | -5.1 | -1.9 | nt | -3.0 | -8.5
CCN(CC)c1nc(C)c(C(=S)Nc2cc([N+](=O)[O-])ccc2Cl)s1 | -8.1 | 9.5 | 16.3 | -16.3 | 0.4 | 7.4 | 18.1 | 3.3 | -4.4 | 11.4
COC(=O)[C@@]1(C)CC[C@]2(C)CC[C@@]3(C)C(=CC(=O)C4[C@@]5(C)CC[C@H](O)C(C)(C)[C@@H]5CC[C@]43C)[C@H]2C1 (some centres not stated) | 4.4 | 7.9 | -9.8 | 9.8 | 0.0 | nt | 4.4 | -1.2 | 7.2 | -4.0
COc1cc(COc2ccc(S(=O)(=O)N3CCOCC3)cc2[N+](=O)[O-])ccc1OC(F)F | 2.0 | 6.4 | 24.9 | -24.9 | -0.6 | -1.7 | 2.4 | nt | -2.6 | -8.8
O=C(c1csc2c1CCCC2)N1CCN(c2ccccc2)CC1 | 8.0 | -6.5 | -19.2 | 19.2 | -4.7 | 0.3 | -15.1 | -2.9 | -2.4 | -9.0
CCN(CC)c1cnn(C/C(=N\OC)c2ccc(Cl)cc2)c(=O)c1Br | -5.1 | -2.0 | 0.2 | -0.2 | -0.1 | 0.3 | 25.6 | -3.6 | -6.1 | -4.4
Cc1ccc(Nc2nc(CSc3nnc(-c4cccs4)o3)cs2)cc1 | -3.0 | -0.1 | -11.3 | 11.3 | 0.4 | 0.1 | -3.0 | -3.7 | -10.5 | 21.4
O=S(=O)(Nc1ccc(-c2cn3c(n2)SCC3)cc1)c1cccs1 | 6.7 | 9.6 | -10.0 | 10.0 | -1.8 | 1.6 | 3.0 | 0.2 | -2.2 | 19.1
O=C(CN1C(=O)CSC1=O)Nc1ccc(F)c(F)c1F | -6.3 | -3.7 | -5.3 | 5.3 | -1.0 | 1.3 | nt | 10.0 | -1.1 | nt
O=C1c2cccc3cccc(c23)C(=O)N1Nc1ccccc1 | 2.4 | 5.5 | -4.1 | 4.1 | -2.2 | -0.6 | -2.1 | -2.0 | -1.5 | 9.0
O=C1C(Cl)=C(N2CCCCC2)C(=O)N1Cc1ccccc1 | -5.2 | 3.1 | 20.9 | -20.9 | -0.8 | -8.6 | -4.2 | -4.0 | -5.7 | -8.9
COc1ccc(C(=O)N2CCNC(=O)C2CC(=O)Nc2cc(Cl)ccc2OC)cc1 (configuration not stated) | -8.3 | -1.5 | -4.7 | 4.7 | -0.4 | -2.5 | -24.9 | -7.8 | -3.0 | -7.6
CCOC(=O)CC1CCCCN1Cc1cn(C)nc1-c1ccc2c(c1)OCCO2 (configuration not stated) | 4.8 | 5.4 | -7.7 | 7.7 | 0.3 | -0.4 | -1.4 | 1.1 | -1.8 | 4.2
Cc1ccc(C(=O)N2CCSCC2)cc1 | -10.8 | -3.2 | 9.9 | -9.9 | 0.4 | 0.7 | 7.0 | 5.2 | -6.8 | 6.0
COc1ccc(NC(=O)CSc2nc3ccccc3c(=O)n2C)cc1 | -19.2 | -15.5 | 7.9 | -7.9 | 0.7 | 3.5 | -5.3 | nt | 1.6 | -5.8
CCn1ncc(C2=NOC(C(=O)NCc3ccccc3)C2)c1C (configuration not stated) | -13.0 | 26.8 | 0.0 | 0.0 | -2.2 | -1.7 | 14.4 | nt | -2.6 | -11.9
CN(C(=O)COC(=O)CNS(=O)(=O)/C=C/c1ccccc1)C1CCS(=O)(=O)C1 (configuration not stated) | -18.4 | -1.6 | 3.6 | -3.6 | -0.9 | nt | nt | 0.2 | 3.1 | nt
CCC1(C)Cc2c(sc3nc4n(c(=O)c23)CCS4)CO1 (configuration not stated) | -14.7 | 4.9 | 52.6 | -52.6 | -0.6 | -1.2 | -9.4 | -1.4 | -2.0 | -4.7
COc1ccc(CNC(=O)COC(=O)c2[nH]c(C)c(C(C)=O)c2C)cc1OC | 2.3 | -1.5 | 8.7 | -8.7 | -2.3 | -3.0 | -8.1 | 5.1 | 1.1 | -8.6
O=C(CCCOc1ccc(Cl)cc1Cl)NCc1ccccn1 | -17.8 | nt | -22.4 | 22.4 | -0.4 | -3.1 | 32.3 | 19.3 | -4.7 | 4.0
CCC(=O)C1CCCN(C(=O)c2cccc(OC3CCN(S(C)(=O)=O)CC3)c2)C1 (configuration not stated) | 11.9 | 9.7 | -2.3 | 2.3 | -1.9 | -0.6 | -6.0 | -2.2 | -7.1 | -3.4
CC(C)c1cccc(C(C)C)c1NC(=O)CCl | 7.5 | 27.3 | -17.7 | 17.7 | -0.3 | 3.6 | 6.2 | -0.1 | -1.7 | 4.9
O=C(Cc1ccccc1)Nc1ccc(NC(=O)c2cccs2)cc1 | 0.2 | -1.7 | 30.2 | -30.2 | 0.5 | nt | nt | -3.2 | 7.4 | 38.4
CCOc1cc(CNCCO)cc(Br)c1OCc1ccc(Cl)cc1Cl | 3.2 | 5.7 | -18.1 | 18.1 | 0.6 | -0.5 | -0.6 | -2.8 | 8.2 | 2.6
N#C/C(=C(/O)c1ccc(Cl)c([N+](=O)[O-])c1)c1nc2ccccc2[nH]1 | -4.5 | -4.3 | -0.8 | 0.8 | -1.3 | -1.5 | 3.8 | -5.7 | 42.3* | 5.9
CCCCc1cc(=O)oc2cc(C)cc(O)c12 | -9.2 | -1.4 | -2.0 | 2.0 | -0.6 | -3.9 | 9.8 | -3.2 | -6.9 | nt
CN(C)c1oc(-c2ccccc2[N+](=O)[O-])nc1C#N | -8.4 | -1.7 | -20.0 | 20.0 | 0.0 | -3.1 | -13.3 | nt | -18.6 | nt
Cc1cc(=O)[nH]c(N/N=C/c2cccc(Br)c2)n1 | -8.1 | 3.3 | 24.0 | -24.0 | -3.4 | 1.4 | 10.2 | -2.9 | -23.0 | 20.1
O=C(Nc1cccnc1)c1ccc([N+](=O)[O-])cc1Cl | -1.2 | 1.2 | 12.1 | -12.2 | -1.9 | -2.5 | 7.2 | 3.6 | -3.5 | -6.1
Cc1ccc(-n2nnnc2SCC(=O)N2CCc3ccccc3C2)cc1 | -4.8 | -0.4 | -27.0 | 27.0 | 2.7 | -1.7 | 13.7 | nt | 0.6 | -5.4
Fc1ccc(-n2ncc3c(SCc4cccnc4)ncnc32)cc1 | -11.6 | 3.9 | 11.8 | -11.8 | 14.2 | -1.2 | -25.3 | -5.6 | -13.9 | 67.8
O=C(NC1CCCCCC1)C(=O)NC1CCCC1 | 6.7 | 16.4 | -22.1 | 22.1 | -1.3 | -3.4 | -5.1 | -3.8 | -3.9 | 64.1
O=C1NC[C@H](Cc2ccccc2)N(CC2CCN(CCC3CCCC3)CC2)C1=O | 7.9 | 0.0 | 2.2 | -2.2 | 1.1 | nt | 16.1 | -0.4 | -6.1 | 8.2
CCOC(=O)c1sc(NC(=O)c2ccc3nc[nH]c3c2)nc1C | 8.8 | nt | 24.7 | -24.7 | -6.8 | 4.4 | 7.9 | -0.8 | ? | 26.6
O=C(NC(=S)Nc1cccc2cnccc12)c1ccccc1 | -12.9 | 4.8 | 25.5 | -25.5 | 0.5 | -1.4 | -36.3 | nt | -11.9 | 5.0
Fc1ccccc1CSc1nnc(Cn2cnc3ccccc32)n1-c1ccccc1 | -14.6 | 1.1 | -18.0 | 18.0 | -0.4 | -1.3 | -11.0 | 0.4 | -4.7 | 0.8
CCOc1ccc2nc(N3CCC(C(=O)N4CCN(C5CCCCC5)CC4)CC3)sc2c1 | -15.1 | 0.4 | ? | -71.2 | 7.0 | nt | -8.8 | nt | -9.6 | -2.2
O=C(Nc1nccs1)c1cccc(NC(=O)C(F)(F)F)c1 | 7.5 | 3.8 | nt | nt | -0.3 | -6.1 | 0.8 | -5.5 | -4.9 | 43.8
COc1ccc(N(CC(=O)N2CCOCC2)S(C)(=O)=O)cc1OC | -9.3 | -14.5 | -2.2 | 2.2 | 3.5 | -1.3 | 9.9 | -7.3 | 5.1 | 17.7
COC(=O)c1ccc(C(=O)N2CCCC(N3CCN(c4ccccc4)CC3)C2)nc1 (configuration not stated) | -8.4 | -0.2 | 0.5 | -0.5 | 0.3 | 1.8 | 10.1 | nt | -3.7 | -5.5
O=C(/C=C/c1ccco1)NCCCN1CCN(CCCNC(=O)/C=C/c2ccco2)CC1 | 0.5 | -1.2 | -13.8 | 13.8 | -0.7 | -0.6 | -10.4 | -6.5 | -2.0 | -2.4
CCC(=O)Nc1c(C(=O)N2CCCCCC2)cnn1-c1ccc(C)c(C)c1 | -5.8 | -6.4 | -13.5 | 13.5 | -1.8 | -1.6 | nt | nt | -2.1 | -2.8
Cc1ccc(/C=C2\SC(=S)N(CCC(=O)Nc3cccnc3)C2=O)cc1 | -7.1 | -0.7 | -14.0 | 14.0 | -2.0 | 0.1 | 2.8 | -4.5 | -4.9 | 3.6
Cc1ccc(O)c(C(=O)c2cc(C#N)c(=O)n(CC3CCCO3)c2)c1 (configuration not stated) | -4.5 | -6.7 | 33.0 | -32.9 | -0.9 | 1.2 | 6.3 | -2.8 | 3.8 | 2.0
O=C(Nc1cccnc1)C1(c2ccc(Cl)cc2)CCCC1 | -10.6 | -7.7 | -20.1 | 20.1 | -1.4 | -0.7 | nt | nt | 0.7 | 14.0
CC1CCN(C(=O)CSc2nnc(-c3cccs3)o2)CC1 | -5.7 | -2.2 | nt | nt | -2.8 | 7.5 | 2.9 | 3.0 | 0.1 | nt
C=CCn1c(N2C(=O)CC(Cc3ccccc3)C2=O)nc2ccccc21 (configuration not stated) | 3.3 | 1.6 | 2.5 | -2.5 | -0.3 | -0.4 | -12.5 | -4.5 | -11.8 | nt
O=[N+]([O-])c1ccc(NC(=S)N2CCN(c3ccccc3)CC2)cc1 | 17.4 | -2.7 | -75.2 | 75.2* | -1.0 | 1.9 | -6.8 | -1.1 | 7.3 | 17.7
Clc1ccc(C(c2ccccc2)N2CCNCC2)cc1 (configuration not stated) | -4.7 | 8.3 | -35.0 | 35.0 | -1.6 | 0.5 | 15.7 | nt | -0.9 | 10.5

Screening results (PubChem)

Rows are unselected; overall some 4.3% were active at least once.
